HT1080 IDH1KD tx = toxicity to HT-1080 IDH1 knockdown cells (counter line); HT-1080 IDH1 knockdown viability, ATP luminescence, 48 h; Potency, µM (series often up to 46.1 µM), inactives show at the highest dose activity, negative = toxicity, hits mostly cytotoxic; 360,000 compounds, 2% hits; AID 686971;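 note: 0% = DMSO wells and -100% = cell-free medium wells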
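Knockdown cells (IDH1KD HT-1080) received compounds 2 h after plating at 750 cells/well and were kept 48 h at 37 °C in 5% FBS RPMI. A CellTiter-Glo luminescence read gave % activity for curve fitting.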
SW480 rereplic = inducers of DNA re-replication in SW480 colon cancer cells | Potency, µM (titrated, usually from 46.1 µM), inactives show top-dose re-replication activation, usual class: activators | SW480 DNA re-replication, Hoechst DNA content imaging, 48 h | 340,000 compounds, 1.8% hits; note: % of control where 0% means no effect; nearly all actives have a fitted effect of over 55% in size
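Readout is total intensity of Hoechst-stained nuclei, excited at 405 nm and collected at 500-530 nm. Compound treatment lasted 48 hr at 37 C in 5% CO2 before staining.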
GLP-1R inv ag = GLP-1 receptor (human) inverse agonism; Potency, µM (series often up to 38.3 µM), for inactives: top-dose activity change, negative = inhibition, most hits filed as inhibitors; AID 624417; 410,000 compounds, 1.6% hits; P43220; HEK293 GLP-1R CRE-luciferase, luminescence, 24 h; GLP-1R form is constitutively active; note: % is set by controls: 0 for no effect and ±100 for the full control effect; nearly all actives have a fitted effect of over 55% in size
Target sequence (P43220 whole entry, looked up): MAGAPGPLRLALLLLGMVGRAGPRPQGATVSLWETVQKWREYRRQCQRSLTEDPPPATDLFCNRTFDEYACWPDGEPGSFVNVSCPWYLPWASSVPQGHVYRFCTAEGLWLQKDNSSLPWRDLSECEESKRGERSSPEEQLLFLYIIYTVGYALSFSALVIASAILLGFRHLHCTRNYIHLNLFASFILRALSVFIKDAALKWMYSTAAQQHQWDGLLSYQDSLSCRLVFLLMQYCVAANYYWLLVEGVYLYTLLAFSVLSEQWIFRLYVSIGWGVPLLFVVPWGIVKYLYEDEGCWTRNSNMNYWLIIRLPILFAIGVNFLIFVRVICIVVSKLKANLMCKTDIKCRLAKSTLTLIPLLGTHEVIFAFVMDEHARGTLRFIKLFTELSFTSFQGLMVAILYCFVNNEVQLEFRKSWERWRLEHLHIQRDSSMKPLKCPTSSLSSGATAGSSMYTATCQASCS
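Cells are plated, allowed 12 hours at 37 deg C, then treated with compounds for 24 hr before luciferase detection reagent is added and luminescence is read after 12 min at room temperature. The HEK293 line carries constitutively active GLP-1R with a cAMP-responsive reporter.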
GLP1R cytotox = cytotoxicity in counter-screen for GLP-1R inverse agonists. HEK293 cAMP-luciferase reporter cells, luminescence, 24 h. Potency, µM (doses to about 38.3 µM), for inactives: at the top dose activity change, negative = inhibition, usual class: inhibitors. 410,000 compounds, 0.13% hits. AID 624418;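 note: loss of luciferase light is scored as toxicity; % is set by controls: 0 for no effect and ±100 for the full control effect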
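Compound-treated cells are incubated 24 hr at 37 deg C under 5% CO2 after a 12 hour attachment period, then luciferase detection reagent is added and luminescence is measured following 12 min at room temperature; lowered signal indicates toxicity.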
HT1080-NT tox = kills 2HG-producing HT-1080-NT fibrosarcoma cells | HT-1080-NT fibrosarcoma viability, CellTiter-Glo ATP luminescence, 48 h | Potency, µM (series often up to 46.1 µM), for the others: at the top dose activity, negative = less viability, actives largely listed as cytotoxic | 360,000 compounds, 1.6% hits;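 note: NT is the 2HG producing partner of a matched IDH1 knockdown line; 0% = DMSO-treated cells and -100% = media-only wells without cells; nearly all actives have a fitted effect of over 55% in size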
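Viability by CellTiter-Glo luminescence after 48 h compound exposure at 37C of HT-1080-NT cells (750/well, RPMI, 5% FBS). % activity scaled between DMSO wells and medium-only wells, then curve-fitted and categorized by curve class.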
GLP-1R agonist = agonists of human GLP-1 receptor; P43220; HEK293 GLP-1R CRE-luciferase, luminescence, 4-6 h; cells express a hypersensitive GLP-1R form; Potency, µM (titrated, usually from 45.6 µM), inactives show at the highest dose activation, actives largely listed as activators; 380,000 compounds, 0.007% hits; AID 624172; note: % of control where 0% means no effect
KB-3-1 tox = kills parental KB-3-1 adenocarcinoma cells; AID 1347075; KB-3-1 viability, CellTiter-Glo ATP luminescence, 72 h; 400,000 compounds, 1.4% hits; Potency, µM (titrated, usually from 46.1 µM), inactives show top-dose activity change, negative = cytotoxic, actives largely listed as cytotoxic; note: % is set by controls: 0 for no effect and ±100 for the full control effect; nearly all actives have a fitted effect of over 60% in size
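Parental KB-3-1 viability, qHTS format: 72 h compound exposure, 37 °C; CellTiter-Glo; media-only wells and DMSO plates as controls; concentration-effect fits on corrected data.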
TDP43 rescue = rescues yeast growth from TDP-43 toxicity. Potency, µM (doses to about 46.1 µM), inactives show top-dose growth rescue (activation), hits mostly activators. TDP-43 expressing yeast growth rescue, BacTiter-Glo, 24 h. 410,000 compounds, 1.8% hits; note: % of control where 0% means no effect; nearly all actives have a fitted effect of over 50% in size
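Growth rescue of TDP-43-toxic yeast measured as ATP luminescence (BacTiter-Glo). Cells grown to mid-log in raffinose, induced in galactose at OD600=0.02, exposed to compound 24 hr at 30 deg C.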
KB-V1 cytotox = kills drug-selected multidrug resistant KB-V1 cells; KB-V1 MDR cells viability, CellTiter-Glo, 72 h; Potency, µM (titrated, usually from 46.1 µM), without a hit: at the top dose activity change, negative = cytotoxicity, hits mostly cytotoxic; 400,000 compounds, 3.4% hits; AID 1347076; note: % is set by controls: 0 for no effect and ±100 for the full control effect; nearly all actives have a fitted effect of over 60% in size
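KB-V1, DMEM (no phenol red) + 10% FBS; cpd pin-transferred, titration series; 72 h, 37 degrees C; CellTiter-Glo, luminescence. Data normalized, curve-fit.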
The depositor's hits bear a star; ? = inconclusive; · = no result given; [ ] = dose if it differs, or a comment. Calls come from the whole dose curve; as a rule, active = well fitted curve in the direction sought with a large enough effect; inconclusive = small, poorly fitted or top-dose-only effect, or another doubt; inactive = no such curve, though single readings can be large; an effect the other way counts as inactive or inconclusive. Potency is the fitted concentration of half-maximal effect. Hits appear at their usual frequency. About 9.4% of those tested had a hit in this group.

nr | canonical_smiles | GLP-1R inv ag | GLP-1R agonist | SW480 rereplic | KB-V1 cytotox | HT1080 IDH1KD tx | KB-3-1 tox | GLP1R cytotox | HT1080-NT tox | TDP43 rescue
1 | C=CCn1c(C(CCC(C)C)CC(C)(C)O)n[nH]c1=S (stereo not given) | 10% | -6% | 0% | 6% | ? | 1% | 5% | ? | -3%
2 | CC1(CC(=O)O)C(=O)N=C2C=CC=CN21 (stereo not given) | 0% | -8% | -1% | 39% | 0% | 22% | 6% | 9% | -9%
3 | Cc1ccc(S(=O)(=O)N2CCN(C(=O)Cc3c(F)cccc3Cl)CC2)cc1 | -10% | -7% | -1% | -13% | 0% | -1% | -8% | -1% | 11%
4 | CCOC(=O)[C@]12CCCC=C1N(Cc1ccc(Cl)cc1Cl)C(=O)[C@H](CC(=O)N1CCCC1)C2 | ? | 11% | · | ? | -8% | 7% | 7% | 1% | 11%
5 | Cc1ccc(CNC(=O)CN(C)S(=O)(=O)c2cnc[nH]2)cc1 | 13% | -8% | -696%[inhibitor] | 0% | 3% | -1% | 0%[1.53 µM] | -2% | 13%
6 | CSc1ccc(CN(C)C(=O)CNC(=O)c2sc3ccccc3c2Cl)cc1 | 0% | -8% | 1% | · | 7% | · | 3% | 6% | 16%
7 | CC(CCc1ccccc1)NC(=O)CCN1N=C(c2ccccc2)CCC1=O (stereo not given) | 6% | 0% | -2% | -13% | 8% | 22% | 5% | 12% | -1%
8 | C/C(=C\C(=O)c1ccc(Br)cc1)Nc1ccc(Cl)cc1 | ? | 9% | 2% | 4% | 7% | 1% | 2% | 13% | -3%
9 | CCN1CCN(C2=C(NS(=O)(=O)c3ccc(Br)cc3)C(=O)c3ccccc3C2=O)CC1 | -7% | -3% | 23% | ? | -14% | ? | -28% | -5% | 3%
10 | O=C(CCCCCCN1C(=O)c2ccccc2C1=O)Nc1nccs1 | 1% | 0% | -3%[9.22 µM] | ? | 0% | 1% | 0% | 0% | 9%
11 | COc1cccc(CNCCSc2nnnn2C)c1OCc1ccccc1F | -29% | 3% | · | 1% | · | 1% | 5% | · | 2%
12 | COCCNC(=O)C1CCCN(C(=O)COc2ccc(C(C)(C)C)cc2)CC1 (stereo not given) | 11% | -4% | · | 4% | 22% | 0% | 4% | 20% | 14%
13 | CCN(CCN(C)C)C(=O)c1ccc2c(c1NCCO)C(=O)c1ccccc1C2=O | ? | 6% | 21% | -28% | ? | -8% | ? | ? | -23%
14 | COCCN(Cc1ccc(C)c(Br)c1)S(=O)(=O)c1ccc2[nH]c(=O)ccc2c1 | 13% | 11% | · | ? | · | -4% | 1% | · | 26%
15 | CCOc1ccc(NC(=O)c2c(OC)cccc2OC)cc1 | -10% | 6% | -5% | 14% | -3% | -5% | 4% | -11% | 9%
16 | COc1ccc(OC)c(N(CC(=O)Nc2cccc3ccccc23)S(C)(=O)=O)c1 | 5% | 0% | -10% | -1% | 6% | 1% | 20% | -10% | -16%
17 | COc1ccc(N2CCN(CC(O)COc3ccc(F)cc3)CC2)cc1 (stereo not given) | ? | -4% | 0% | -2% | 2% | -9% | 9% | 1% | 0%
18 | Cc1cc(-c2nnc(SCC(=O)Nc3nc(-c4ccc(Cl)cc4)cs3)o2)no1 | -6% | -3% | 18% | -3% | -24% | 0% | -19% | ? | 0%
19 | Cc1ccc(S(=O)(=O)N2CCN(Cc3cc4c(cc3Br)OCCO4)CC2)cc1 | ? | 2% | -7% | -11% | 2% | 3.7µM* | -1% | 1% | 21%
20 | Cc1nn(CCC(=O)NCc2cccc(Br)c2)c(=O)c2nn(-c3ccccc3)c(C)c12 | -10% | · | · | 20% | · | 12% | 4% | · | 16%
21 | COc1cc(CCCN2C(=S)NC[C@@H]2c2ccccc2)cc(OC)c1OC | 3% | -2% | -1% | ? | -4% | 10% | -8% | 4% | 12%
22 | CCOC(=O)c1ccc2c(c1)nc(SCc1cn3ccsc3n1)n2CC | 17% | 24% | 0% | ? | -10% | -6% | -24% | -13% | ?
23 | CC1=C(C(=O)OC(C)C)C(c2cccs2)NC(=S)N1 (stereo not given) | -6% | 5% | 2% | 0% | -1% | -16% | -5% | 8% | 4%
24 | COc1ccccc1NC(=O)CSc1nnc(CNC(=O)c2ccccc2F)o1 | -22% | 2% | -5% | 0% | -1% | 14% | -14% | 0% | 4%
25 | Cc1nc(NC(=O)c2ccccc2)sc1Cc1ccc2c(c1)OCO2 | ? | 23% | 26µM* | ? | ? | ? | -3% | ? | -2%[0.397 µM]
26 | O=C(Nc1ccccc1N1CCCC1)C1CCN(S(=O)(=O)c2ccccc2C(F)(F)F)CC1 | ? | 0% | 2% | ? | 1% | 9% | 8% | 8% | 25%
27 | Cn1cnc2cc(NC(=O)c3ccco3)ccc21 | -1% | -6% | 10% | -1% | 6% | -1% | -8% | 1% | -14%
28 | CC1(C(=O)O)CCCN(C(=O)c2cccnc2Oc2ccccc2)C1 (stereo not given) | 30% | -5% | · | 1% | 22% | 2% | 1% | 29% | 12%
29 | O=C(N/N=C/C=C/c1ccccc1)c1cccnc1 | 1% | 9% | 1% | ? | -6% | 6% | 2% | -1% | -18%[1.82 µM]
30 | CCCCn1c(N)c(N(CC(C)C)C(=O)CN(C)S(=O)(=O)c2ccc(F)cc2)c(=O)[nH]c1=O | 0% | 3% | -7% | 1% | 11% | -2% | 5% | 11% | 24%

Part of the list above, as labelled records.
[17] COc1ccc(N2CCN(CC(O)COc3ccc(F)cc3)CC2)cc1 (stereo not given)
  GLP-1R inv ag: ?
  GLP-1R agonist: -4%
  SW480 rereplic: 0%
  KB-V1 cytotox: -2%
  HT1080 IDH1KD tx: 2%
  KB-3-1 tox: -9%
  GLP1R cytotox: 9%
  HT1080-NT tox: 1%
  TDP43 rescue: 0%
[18] Cc1cc(-c2nnc(SCC(=O)Nc3nc(-c4ccc(Cl)cc4)cs3)o2)no1
  GLP-1R inv ag: -6%
  GLP-1R agonist: -3%
  SW480 rereplic: 18%
  KB-V1 cytotox: -3%
  HT1080 IDH1KD tx: -24%
  KB-3-1 tox: 0%
  GLP1R cytotox: -19%
  HT1080-NT tox: ?
  TDP43 rescue: 0%
[19] Cc1ccc(S(=O)(=O)N2CCN(Cc3cc4c(cc3Br)OCCO4)CC2)cc1
  GLP-1R inv ag: ?
  GLP-1R agonist: 2%
  SW480 rereplic: -7%
  KB-V1 cytotox: -11%
  HT1080 IDH1KD tx: 2%
  KB-3-1 tox: 3.7µM*
  GLP1R cytotox: -1%
  HT1080-NT tox: 1%
  TDP43 rescue: 21%
[20] Cc1nn(CCC(=O)NCc2cccc(Br)c2)c(=O)c2nn(-c3ccccc3)c(C)c12
  GLP-1R inv ag: -10%
  GLP-1R agonist: ·
  SW480 rereplic: ·
  KB-V1 cytotox: 20%
  HT1080 IDH1KD tx: ·
  KB-3-1 tox: 12%
  GLP1R cytotox: 4%
  HT1080-NT tox: ·
  TDP43 rescue: 16%

Next section
nr | canonical_smiles | GLP-1R inv ag | GLP-1R agonist | SW480 rereplic | KB-V1 cytotox | HT1080 IDH1KD tx | KB-3-1 tox | GLP1R cytotox | HT1080-NT tox | TDP43 rescue
31 | COc1ccc(CNC(=O)C(c2ccco2)N(Cc2ccccc2)C(=O)Cc2cccs2)cc1 (stereo not given) | ? | -7% | · | 0% | ? | 0% | -5% | -1% | -2%
32 | COc1ccc(N(C)S(=O)(=O)c2cccc(C(=O)Nc3nnc(C4CC4)s3)c2)cc1 | 12% | 4% | 1% | ? | -5% | -4% | 1% | -7% | 0%
33 | O=C(N[C@H]1C/C=C\C(c2cccc(F)c2)N(Cc2ccccc2)C(=O)C1)OCC1c2ccccc2-c2ccccc21 (stereo not given in full) | ? | -3% | 3% | 24% | -6% | -8% | 2% | 7% | 8%
34 | COCCNC(=O)C1(C)CCCN(C(=O)c2ccccc2OC(F)(F)F)C1 (stereo not given) | 2% | -6% | · | -1% | 5% | 0% | 3% | 15% | -2%
35 | CCOc1ncccc1C(=O)OCc1ccc([N+](=O)[O-])cc1 | 49%[activator] | 15% | -101%[inhibitor] | -3% | 2% | 7% | 15% | -1% | 17%
36 | Cc1ccccc1OCCc1c(C)[nH]c(=S)[nH]c1=O | ? | 20% | 3.7µM* | 1.8µM* | 2.1µM* | 1.5µM* | -28% | 2.3µM* | -14%
37 | CN(C)c1ccnc2sc(C(=O)NCc3ccccc3)c(N)c12 | 74%[activator] | 17% | 0% | -29% | 2%[9.24 µM] | 2% | 0% | ? | ?
38 | Cc1cc(C)n(CC(O)COc2c(C)cccc2C)n1 (stereo not given) | 12% | 0% | -4% | 0% | 16% | 1% | 0% | 22% | 18%
39 | COc1cccc(NC(=O)CN(C)CC(=O)NCC(=O)Nc2ccc(F)cc2)c1 | -10% | 3% | -6% | 10% | 0% | 1% | -2% | 2% | 11%
40 | CCN(CC)c1ccc(N2C(=NC(=O)C3CC3)SC3CS(=O)(=O)CC32)cc1 (stereo not given) | 4% | 3% | 0% | -4% | 4% | 0% | -3% | 3% | -7%
41 | C[C@H](CO)N1C[C@H](C)[C@@H](CN(C)S(=O)(=O)c2cccs2)Oc2ccc(NC(=O)C3CC3)cc2C1=O | 14% | -2% | -34%[inhibitor] | 26% | 17% | 16% | -2% | 17% | 0%
42 | Cn1ncc(Cl)c1C(=O)NCc1cc(C(C)(C)C)n[nH]1 | 21% | 1% | 0% | 0% | ? | -1% | 22% | 1% | -9%
43 | C/C(CC(=O)NCc1ccco1)=N\NC(=O)Cc1ccc(-c2ccccc2)cc1 | -4% | 3% | 0% | 2% | 1% | 5% | 7% | 27% | 8%
44 | COc1ccc(CNC(=O)c2ccc(NS(=O)(=O)c3c(C)noc3C)cc2)cc1 | 1% | -3% | 7% | 18% | 8% | 14% | -10% | -1% | -5%
45 | O=C(Nc1ccn(CCCNCc2ccc3c(c2)OCO3)c(=O)n1)OCc1ccccc1 | 3% | -2% | 2% | -2% | -7% | 0% | 16% | -4% | 22%
